From PubChem
PI4K2A block = PI4K2A (human) kinase inhibition; Q9BTU6; purified PI4K2A, ADP-Glo luminescence, 1 h; stronger effect = lower value; activity change, negative = inhibition, % at 76.9 µM; 420,000 tested, 0.13% active; in the data active = activity change below about -50%; inconclusive = mostly about -30% to -49%;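 note: -100% = wells without enzyme as full effect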
Target sequence (Q9BTU6 whole entry, looked up): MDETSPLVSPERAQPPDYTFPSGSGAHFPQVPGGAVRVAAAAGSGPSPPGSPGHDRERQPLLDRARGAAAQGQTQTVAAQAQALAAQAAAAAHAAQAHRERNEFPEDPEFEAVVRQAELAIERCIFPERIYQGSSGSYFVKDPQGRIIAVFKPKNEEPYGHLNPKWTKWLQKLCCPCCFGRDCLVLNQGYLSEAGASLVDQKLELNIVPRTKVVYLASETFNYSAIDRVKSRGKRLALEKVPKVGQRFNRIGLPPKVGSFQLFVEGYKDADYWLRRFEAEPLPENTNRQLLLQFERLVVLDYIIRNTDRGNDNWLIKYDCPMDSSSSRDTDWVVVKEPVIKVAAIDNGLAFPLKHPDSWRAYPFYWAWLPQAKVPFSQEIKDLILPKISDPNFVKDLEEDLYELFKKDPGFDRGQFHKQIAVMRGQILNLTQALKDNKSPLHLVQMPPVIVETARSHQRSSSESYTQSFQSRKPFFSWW
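In this quantitative HTS, ADP production by PI4K2A was quantified luminescently after 1 h at ambient temperature; 100 microM adenosine served as plate-quality control.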
G9a inh = G9a (human) methyltransferase inhibition | Q96KQ7 | G9a H3K9 monomethylation, AlphaScreen, 2 h | Potency, µM (top dose mostly 102 µM), for inactives: at the top dose activity, negative = inhibition, usual class: inhibitors | 350,000 tested, 8.8% active | AID 504332; note: potency is the fitted concentration of half-maximal effect; % is set by controls: 0 for no effect and ±100 for the full control effect; nearly all actives have a fitted effect of over 75% in size
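Signal arises when biotinylated H3K9 peptide, once monomethylated, bridges streptavidin donor and antibody-captured acceptor beads. Enzyme at 20 nM was preincubated 15 min with test compounds; peptide 500 nM and SAM 20 uM then reacted for 2 h.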
JMJD2A Tudor inh = inhibitors of human JMJD2A Tudor domain; AlphaScreen JMJD2A-Tudor / H3K4me3 peptide binding; 390,000 tested, 4.4% active; O75164; Potency, µM (series often up to 114 µM), without a hit: top-dose activity change, negative = inhibition, most hits filed as inhibitors; note: potency is the fitted concentration of half-maximal effect; % is set by controls: 0 for no effect and ±100 for the full control effect; nearly all actives have a fitted effect of over 50% in size
HP1b binding inh = blocks HP1-beta chromodomain binding to methylated histone tails; P83916; AlphaScreen HP1-beta / biotin-H3K9me3 peptide binding; Potency, µM (highest dose often 114 µM), without a hit: top-dose activity change, negative = inhibition, usual class: inhibitors; 390,000 tested, 0.56% active; AID 540317; note: potency is the fitted concentration of half-maximal effect; nearly all actives have a fitted effect of over 70% in size; inactives centre near 23
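AlphaScreen: HP1-beta (50 nM) preformed 30 min with biotin-H3(1-18)K9me3 peptide (50 nM) in PBS pH 7.4, 0.01% Tween-20. Compound added for 30 min at RT, then streptavidin donor/nickel chelate acceptor beads (10 ug/mL) for 30 min.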
GLS inhibitor = glutaminase GLS (human) inhibition; AID 624170; O94925; GLS enzymatic activity, qHTS titration; Potency, µM (doses to about 45.5 µM), without a hit: at the top dose activity change, negative = inhibition, most hits filed as inhibitors; 410,000 tested, 0.21% active; note: potency is the fitted concentration of half-maximal effect; % is set by controls: 0 for no effect and ±100 for the full control effect
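Compounds were pin-transferred onto hKGA, after which L-glutamine (1 mM solution) and a detection mix of glutamate oxidase, HRP and Amplex Red were added. Initial and 30 min RT fluorescence reads were collected.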
BAZ2B block = blocks human BAZ2B; Q9UIF8; AlphaScreen BAZ2B-H3K14Ac peptide displacement; Potency, µM (series often up to 114 µM), inactives show top-dose activity change, negative = inhibition, hits mostly inhibitors; 360,000 tested, 4.4% active; note: potency is the fitted concentration of half-maximal effect; % is set by controls: 0 for no effect and ±100 for the full control effect; nearly all actives have a fitted effect of over 60% in size
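BAZ2B 50 nM plus b-H3(5-23)K14Ac 50 nM, PBS pH 7.4/0.01% Tween-20, 30 min RT; compound added (max 110 uM), 30 min RT; streptavidin donor/Ni-chelate acceptor beads 10 ug/mL final, 20 min dark; AlphaScreen read.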
RGS4 inh = human RGS4 inhibition | P49798 | Transcreener GDP fluorescence polarization, RGS4-accelerated GTP hydrolysis | Potency, µM (top dose mostly 114 µM), for inactives: top-dose activity change, negative = inhibition, actives largely listed as inhibitors | 390,000 tested, 0.039% active | AID 504845; note: potency is the fitted concentration of half-maximal effect; % is set by controls: 0 for no effect and ±100 for the full control effect; nearly all actives have a fitted effect of over 75% in size; some results filed as inactive show a strong effect at the top dose
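MLSMR compounds (23 nl, pin-transferred) preincubated 10 min at room temperature with a 500nM (2x) first reagent, then RGS4 at 900nM (2x) plus Transcreener GDP mix added; fluorescence polarization (620/688 nm) read before and after 90 min at 30 °C.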
12-LOX inh = inhibitors of human 12S-lipoxygenase ALOX12; purified 12hLO, xylenol orange hydroperoxide absorbance; Potency, µM (titrated, usually from 108 µM), for inactives: top-dose activity change, negative = inhibition, most hits filed as inhibitors; P18054; 580,000 tested, 1.1% active; note: potency is the fitted concentration of half-maximal effect; % is set by controls: 0 for no effect and ±100 for the full control effect
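Purified human 12hLO at 150 nM in 25 mM Hepes, 0.01% Triton X-100, pH 7.0, preincubated 15 min at room temperature with compound. Reaction started with 40 uM arachidonic acid, 30 min at room temperature. Hydroperoxide measured by Fe-xylenol orange, 573/405 nm absorbance ratio.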
ERG Ets-DNA blk = blocks human ERG Ets domain binding to DNA; P11308; Potency, µM (titrated, usually from 76.9 µM), for the others: at the highest dose FP activity, negative = inhibition, most hits filed as inhibitors; AID 624246; fluorescence polarization, His-ERG Ets domain / labelled DNA; 370,000 tested, 0.028% active; active = well fitted inhibition curve with a large enough effect in the polarisation, with a control signal flat; inconclusive = small, poorly fitted or top-dose-only effect, or effect the other way, or a change in a side signal; inactive = no such curve, though single readings can be large or run the other way; the % refers to the polarisation;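 note: polarization taken with two DNA probes labelled with fluorescein and Texas red; potency is the fitted concentration of half-maximal effect; % of control where 0% means no effect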
Target sequence (P11308 whole entry, looked up, the tested form may be a part): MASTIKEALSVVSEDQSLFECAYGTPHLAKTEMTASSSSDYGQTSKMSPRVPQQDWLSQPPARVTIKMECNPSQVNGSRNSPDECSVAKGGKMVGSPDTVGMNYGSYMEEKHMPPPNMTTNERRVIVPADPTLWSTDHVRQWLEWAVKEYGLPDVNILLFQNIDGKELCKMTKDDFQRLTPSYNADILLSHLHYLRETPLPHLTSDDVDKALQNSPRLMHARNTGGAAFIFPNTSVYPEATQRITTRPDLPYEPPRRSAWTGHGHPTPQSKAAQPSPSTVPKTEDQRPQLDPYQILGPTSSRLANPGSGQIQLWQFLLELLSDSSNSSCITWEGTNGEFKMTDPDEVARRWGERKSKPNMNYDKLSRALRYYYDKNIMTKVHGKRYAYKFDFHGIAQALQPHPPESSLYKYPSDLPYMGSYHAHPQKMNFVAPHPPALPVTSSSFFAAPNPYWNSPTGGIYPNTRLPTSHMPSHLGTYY
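His-tagged ERG Ets domain (1 uM in the protein solution; 300mM KCl, 50mM Tris-HCl, 1mM EDTA, 1mM DTT, pH 7.5) received compound, then a probe mix of 5 nM fluorescein-DNA and 100nM Texas-615-DNA. Fluorescence polarization was read for both dyes.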
* = called active by the depositor; ? = inconclusive; . = not tested or not shown; [ ] = remark or other dose. Unless noted, calls come from the whole dose curve; as a rule, active = well fitted curve in the direction sought with a large enough effect; inconclusive = small, poorly fitted or top-dose-only effect, or another doubt; inactive = no such curve, though single readings can be large; an effect the other way counts as inactive or inconclusive. A portion of the library. The share of hits here may be higher or lower than overall.

PI4K2A block	G9a inh	JMJD2A Tudor inh	HP1b binding inh	GLS inhibitor	BAZ2B block	RGS4 inh	12-LOX inh	ERG Ets-DNA blk	mol
-1	-4%	-3%	27%	-1%	8%	3%	?	6%	CCCCCN(C(=O)CCC(=O)OCCOc1cccc(Cl)c1)c1c(N)n(CCCC)c(=O)[nH]c1=O
0	5%[12.7 µM]	-1%	33%	1%	-3%	-5%	-13%	-4%	COc1ccc(CCNC(=O)COC(=O)c2ccc(C)s2)cc1OC
-6	.	2%	46%[activator]	-1%	7%	2%	468%[activator]	5%	O=C1CCCN1CCC12CC3CC(CC(C3)C1)C2
-3	23%[2.33 µM]	-23%	-11%	16%	?	1%	-4%	-1%	COc1ccc(C(=O)NCC(c2ccco2)N2CCc3ccccc32)c(OC)c1 (stereo not drawn)
-10	-11%[59 µM]	-19%	4%	53%[activator]	-3%	-16%	?	-5%	COc1ccc(S(=O)(=O)Nc2cc(C)c(O)c(S(=O)(=O)c3ccccc3)c2)cc1
1	19%[59 µM]	-40%	38%	-2%	?	-13%	2%	3%	CC(=O)Nc1ccc(C(=O)Nc2cccc(-c3cnc4ccccc4n3)c2)cc1
-3	2%	3%	29%	1%	9%	1%	13%	6%	CCCCc1cc(C)c(S(=O)(=O)c2ccccc2C)c(=O)[nH]1
29	12%[59 µM]	-2%	22%	6%	-5%	3%	0%	9%	CCCOc1ccc(CC(=O)NCc2ccco2)cc1OC
-1	11%[59 µM]	-21%	20%	7%	-6%	10%	-7%	7%	CS(=O)(=O)Nc1nnc(Cc2ccccc2)s1
0	-9%[59 µM]	9%	35%	2%	11%	1%	8%	-18%	CN(C)C1C(=O)c2ccccc2C1=O
3	?	-28%	-15%	-10%	-25%	21%	3%	1%	COc1ccc(OC)c(Nc2ncc3c(n2)CCN(Cc2cc(OC)c(OC)c(OC)c2)C3)c1
-17	-47%[59 µM]	?	-17%	3%	?	?	-7%	3%	COC(=O)CCCCCNc1ccc(C(=O)OC)cc1N

Quoted at random: three entries already listed
PI4K2A block	G9a inh	JMJD2A Tudor inh	HP1b binding inh	GLS inhibitor	BAZ2B block	RGS4 inh	12-LOX inh	ERG Ets-DNA blk	mol
-6	.	2%	46%[activator]	-1%	7%	2%	468%[activator]	5%	O=C1CCCN1CCC12CC3CC(CC(C3)C1)C2
0	5%[12.7 µM]	-1%	33%	1%	-3%	-5%	-13%	-4%	COc1ccc(CCNC(=O)COC(=O)c2ccc(C)s2)cc1OC
-3	2%	3%	29%	1%	9%	1%	13%	6%	CCCCc1cc(C)c(S(=O)(=O)c2ccccc2C)c(=O)[nH]1

Next part
PI4K2A block	G9a inh	JMJD2A Tudor inh	HP1b binding inh	GLS inhibitor	BAZ2B block	RGS4 inh	12-LOX inh	ERG Ets-DNA blk	mol
-2	19%[2.33 µM]	-12%	30%	-3%	8%	-49%	11%	1%	Cc1cc(C)c2c(=O)[nH]c(SCC(=O)Nc3cccc(S(=O)(=O)N(C)C)c3)nc2n1
1	-3%[59 µM]	-15%	68%[activator]	5%	1%	-20%	-13%	-2%	C=CCn1c(SCc2csc(C)n2)nc2sc3c(c2c1=O)CCCCC3
-2	?	-24%	8%	-4%	-15%	-41%	-13%	1%	Cc1ccc(S(=O)(=O)c2nc(-c3cccs3)oc2SCC(=O)Nc2cc(C)cc(C)c2)cc1
6	9%[59 µM]	-4%	23%	7%	-5%	-2%	-17%	-8%	CC12CCC(=O)N1C(C(=O)Nc1ccc(SC(F)F)cc1)CS2 (stereo not drawn)
3	-21%[59 µM]	-5%	19%	-1%	-26%	-6%	-14%	3%	Cc1ccc(-c2nc3ccc(Cl)cn3c2Nc2ccccc2C)s1
0	3%[2.33 µM]	-15%	20%	1%	-31%	3%	?	8%	Cc1ccc(N(CCC#N)C(=O)COC(=O)c2cc(C)oc2C)cc1
-7	32µM*	?	3%	-2%	?	-15%	?	4%	CN(CCCS(=O)(=O)[O-])c1ccc(/C=C/c2ccc3ccccc3[n+]2C)cc1
3	.	-12%	14%	7%	2%	10%	427%[activator]	1%	CC1(C)CC(=O)c2cnc(NC(=O)c3ccco3)nc2C1
-2	?	-2%	34%[activator]	-2%	2%	-21%	-14%	-6%	COc1ccccc1N1C(=O)CCC1(C#N)c1ccc(Br)cc1 (stereo not drawn)
-6	8%	-5%	2%	1%	2%	-9%	-68%	5%	CCc1ccc(NC(=O)COc2cccc(-n3cnnn3)c2)cc1
7	1%	-14%	33%	-2%	0%	-31%	5%	-20%	CCC(=O)N1CCN(c2ccc(NC(=O)COc3ccccc3[N+](=O)[O-])cc2)CC1
-10	.	?	7%	4%	.	-24%	?	3%	CCN1CCN(S(=O)(=O)c2ccc(Cl)c(C(=O)N(C)Cc3ccc(C(C)(C)C)cc3)c2)CC1

Next part; it opens with the 2 that closed the last part.
PI4K2A block	G9a inh	JMJD2A Tudor inh	HP1b binding inh	GLS inhibitor	BAZ2B block	RGS4 inh	12-LOX inh	ERG Ets-DNA blk	mol
7	1%	-14%	33%	-2%	0%	-31%	5%	-20%	CCC(=O)N1CCN(c2ccc(NC(=O)COc3ccccc3[N+](=O)[O-])cc2)CC1
-10	.	?	7%	4%	.	-24%	?	3%	CCN1CCN(S(=O)(=O)c2ccc(Cl)c(C(=O)N(C)Cc3ccc(C(C)(C)C)cc3)c2)CC1
-2	.	-6%	28%	7%	.	15%	-4%	-15%	CCCC(=O)Nc1ccc(C(=O)COC(=O)C2CC2)cc1
3	-3%	-11%	23%	16%	-14%	7%	-5%	-15%	COc1ccc(/C=C(\C#N)C(=O)OCC(=O)N2CC(C)OC(C)C2)cc1 (stereo not drawn)
1	.	-12%	54%[activator]	-6%	.	16%	?	18%	CC1CN(C(=O)CSc2nnc(C3CCCCC3)n2N)CC(C)O1 (stereo not drawn)
7	-30%[12.7 µM]	-14%	20%	13%	-4%	17%	0%	-7%	O=C(CN1CCN(c2cccc(Cl)c2)CC1)N1CCCC1
5	7%	-2%	55%[activator]	7%	0%	-7%	36%	-8%	CCCCC1C2C(=O)N(c3ccccc3)C(=O)C2ON1c1ccccc1 (stereo not drawn)
1	?	?	-3%	4%	?	-6%	-12%	8%	Cc1ccc(S(=O)(=O)N(C(=O)c2ccncc2)c2ccc3oc4c(c3c2)CCCC4)cc1[N+](=O)[O-]
4	9%[59 µM]	-12%	8%	0%	5%	1%	?	4%	COc1ccc(Br)cc1CNC(=O)c1cnc2sc(N3CCC(C)CC3)nn2c1=O
7	27%[59 µM]	-2%	8%	-4%	-2%	1%	-3%	-1%	O=c1cc(-c2ccccc2)nc(/C=C/c2ccccc2)[nH]1
0	-16%[59 µM]	1%[57.1 µM]	45%[activator]	17%	-4%	9%	-19%	-3%	CCCN1CCN(CCCNC(=S)Nc2ccc(OC)cc2)CC1
4	3%[0.501 µM]	-26%	13%	9%	-32%	22%	-7%	4%	COc1cc(C2NC(=O)NC(C)=C2C(=O)OCC2CCCCC2)cc(Cl)c1O (stereo not drawn)
5	-15%	20%	39%[activator]	-3%	5%	-6%	-19%	-8%	Cc1cccn2c(=O)c(C(=O)NC3CCCCC3)c(O)nc12
-8	?	-8%	-2%	7%	-32%	-3%	6%	-1%	O=C(NCC(c1ccco1)N1CCN(c2ccccc2F)CC1)OCc1ccccc1 (stereo not drawn)
-1	50µM*	-12%	13%	-6%	-6%	0%	14%	11%	O=C(COC(=O)CCc1ccccc1)NC1CCS(=O)(=O)C1 (stereo not drawn)
5	2%	-1%	30%	4%	-1%	14%	-1%	6%	CC(C)Oc1ccc(C(=O)Nc2ccccc2N2CCOCC2)cc1
6	3%[59 µM]	-17%	30%	-3%	-1%	14%	0%	-9%	O=C(COC(=O)c1ccc(OC(F)F)cc1)NCCC1=CCCCC1
1	-9%[59 µM]	-31%	15%	7%	-29%	-26%	-28%	2%	CC(=O)c1c(C)oc2c1cc(NS(=O)(=O)c1ccc(C(C)(C)C)cc1)c1ccccc12
